# H9c2 protect – protects H9c2 cardiomyocytes from peroxide injury; H2O2 injury protection, ATPLite, 2 h; protection from H2O2 cell death, % at 20 µM; 360,000 tested, 0.63% active; AID 588492;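 active = compounds giving at least 50% protection of heart cells from peroxide-induced death in the single-dose screen, raw or plate-pattern-corrected value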;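 also: 0% = DMSO wells with peroxide and 100% = DMSO wells without peroxide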
# aDG glyco up – alpha-DG glycosylation activation | Pro5-aDG cells, alpha-DG glycosylation AlphaScreen (IIH6); 0% Pro5, 100% B10-LARGE cell signal | activation, % at 10 µM | 360,000 tested, 0.22% active;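 active = activation of at least 8% versus controls, or a plate z-score of at least 8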;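 also: Pro5 are CHO cells carrying HIG-tagged alpha-DG that lacks glycosylation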
# hiPSC survival – increases survival of single human iPS cells; hiPSC single-cell survival, ATPlite luminescence; 100% = ROCK inhibitor wells, 0% = DMSO; survival enhancement, % at 20 µM; 360,000 tested, 0.044% active; in the data active = survival enhancement above about 18%;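 also: cells exposed to compounds for 16 hours before the ATP read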
# Vif imaging – inhibitors of HIV Vif; HEK293T cells, Vif self-association by quenched fluorescence, imaging, 24 h; inhibition, % at 7.49 µM; 340,000 tested, 0.35% active; AID 602346; in the data active = inhibition above about 50%, passing the limit was not always enough; also: some results filed as inactive read as strong as hits
# HTR2A ag – activates the mouse 5-HT2A serotonin receptor | P35363 | CHO-K1 mHTR2A beta-arrestin complementation, luminescence; percent of 30 µM serotonin response | activation, % at 7.6 µM | 360,000 tested, 0.66% active;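 active = activation above a run cutoff, the mean activation of all tested compounds plus 3 SD, cut at about 14% in these data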;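 also: 0% = plate median of compound wells and 100% = 30 µM serotonin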
# Glyco luc inh – blocks N-linked glycosylation in D54 reporter cells; D54 ERlucT glycosylation luciferase reporter, 24 h; percent of 100 nM tunicamycin response; reporter increase, % at 12.5 µM; 360,000 tested, 0.23% active;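 active = mean luciferase reporter signal, scaled so untreated is 0 and the glycosylation-blocking control 100, at or above a set limit in every replicate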;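 also: luciferase carries N-glycosylation sites so blocking glycosylation raises the light; 0% = median of neutral control wells and 100% = median of 100 nM tunicamycin wells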
# ABCB6 inh 2 – inhibitors of human ABC transporter ABCB6 | fluorescence ratio to DMSO, % at 10 µM | Q9NP58 | K562-ABCB6 porphyrin accumulation, flow cytometry, 1 h; hits give low values | AID 602162 | 360,000 tested, 0.19% active;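 active = fluorescence ratio to DMSO below 75%, the collection mean minus 3 SD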;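 also: signal is porphyrin accumulated inside mitochondria; 100% equals median channel fluorescence of DMSO control wells; lower ratio means ABCB6 inhibition with less porphyrin fluorescence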
# Target sequence (Q9NP58 whole entry, looked up): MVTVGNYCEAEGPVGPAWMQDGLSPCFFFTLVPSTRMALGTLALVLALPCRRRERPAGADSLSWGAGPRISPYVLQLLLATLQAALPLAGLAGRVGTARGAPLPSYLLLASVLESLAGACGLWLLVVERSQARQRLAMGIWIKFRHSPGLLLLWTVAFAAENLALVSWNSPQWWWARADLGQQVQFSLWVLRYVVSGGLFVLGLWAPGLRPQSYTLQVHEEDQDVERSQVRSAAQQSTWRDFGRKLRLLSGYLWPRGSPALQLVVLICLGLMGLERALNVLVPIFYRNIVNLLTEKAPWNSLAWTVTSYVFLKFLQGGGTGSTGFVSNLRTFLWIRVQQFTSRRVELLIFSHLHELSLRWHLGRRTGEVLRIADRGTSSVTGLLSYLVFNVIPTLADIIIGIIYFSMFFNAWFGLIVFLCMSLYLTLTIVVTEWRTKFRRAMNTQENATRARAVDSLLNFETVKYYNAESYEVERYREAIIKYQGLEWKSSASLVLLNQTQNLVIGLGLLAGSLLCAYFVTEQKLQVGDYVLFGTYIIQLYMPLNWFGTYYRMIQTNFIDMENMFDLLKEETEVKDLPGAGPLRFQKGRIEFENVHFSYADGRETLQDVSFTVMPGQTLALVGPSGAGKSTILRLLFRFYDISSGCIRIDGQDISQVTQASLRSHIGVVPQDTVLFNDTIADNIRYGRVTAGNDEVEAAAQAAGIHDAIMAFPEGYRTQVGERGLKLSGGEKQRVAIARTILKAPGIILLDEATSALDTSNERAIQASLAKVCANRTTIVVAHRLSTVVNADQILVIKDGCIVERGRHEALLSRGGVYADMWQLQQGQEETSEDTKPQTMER
# CaV13 FRET inh – Primary screen for inhibitors of IQ motif and Ca2+-dependent inactivation inhibitor domain binding in CACNA1D, Förster resonance energy transfer in living cells, … | AID 743397 | inhibition, % at 12.3 µM | 340,000 tested, 0.098% active | HEK cells, CFP/YFP FRET ICDI-IQ, plate reader, 10 min; percent FRET-ratio fall versus neutral wells;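 active = mean replicate inhibition of at least 30% and at least 1% of replicates passing that level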;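 also: 0% = median of the neutral control wells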
# PDI inh – blocks human protein disulfide isomerase activity. P07237. PDI insulin aggregation turbidity, A650, 90 min. inhibition, % at 10 µM. 350,000 tested, 0.052% active;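 active = mean inhibition across replicates of 30% or more, whatever share of single replicates reach that level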;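 also: absorbance from insulin aggregation driven by PDI reduction with DTT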
# Granule exo inh – blocks lytic granule exocytosis; TALL-104 LAMP-1 surface exposure, flow cytometry; cells stimulated with thapsigargin and PMA; inhibition, % at 10 µM; 360,000 tested, 0.66% active; AID 651702;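 active = inhibition above about 55%, limit read from the data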
# The depositor's hits bear a star; . = no result given.
SMILES,H9c2 protect,aDG glyco up,hiPSC survival,Vif imaging,HTR2A ag,Glyco luc inh,ABCB6 inh 2,CaV13 FRET inh,PDI inh,Granule exo inh
CC(C)(C)n1c(O)c2ccc(C(=O)N=NC(=O)c3ccccc3)cc2c1O,0,0.1,0.0,3,-4,3,94,.,0,10
CCCCNS(=O)(=O)c1ccc2nc(-c3cccnc3)cc(C(=O)NC(C)C)c2c1,-3,0.0,-1.2,14,-2,4,97,-6,-8,-6
Cc1ccc(-c2cc3nc(NCCOc4ccccc4Cl)n(C)c(=O)c3s2)cc1,-4,-0.1,0.6,4,5,1,100,-6,-8,1
CCOC(=O)C(NC(=O)NCc1cccc(C(F)(F)F)c1)(OCC)C(F)(F)F (centres undefined),-3,0.2,0.1,-3,-3,1,93,-3,-4,-9
NC(=O)C1CCN(C(=O)CCSc2ccccc2)CC1,2,0.2,-2.1,.,4,-1,76,.,-7,2
CCOC(=O)c1cncc(C#CCOC(=O)Nc2ccc(OC(F)(F)F)cc2)c1,-6,0.0,-0.2,1,2,0,103,-20,-12,-4
Cc1cc(-c2ccccc2)nc(N(C)NC(=O)c2cccc(C(F)(F)F)c2)c1S(C)(=O)=O,-13,-0.1,1.6,4,-4,0,102,.,9,0
CC1(C(=O)NCCC#N)CCN1C(=O)C1(c2ccccc2)CCCC1 (centres undefined),2,0.0,-1.1,-6,-3,1,94,-1,-1,-2
O=S1(=O)c2ccccc2C(CCO)N1Cc1ccccc1 (centres undefined),0,-0.1,3.6,.,1,-2,97,-11,-1,-3
COc1cccc(C(=O)OCCCOC(=O)c2cccc(OC)c2OC)c1OC,1,0.0,0.4,5,6,2,95,-6,0,4
Cc1ccc2cc(C)c3nnc(SCC(=O)c4cccs4)n3c2c1C,7,0.0,-2.9,-13,-2,-2,100,-3,-4,2
CC(=O)NCCNc1nc2cc(-c3cccc(C(F)(F)F)c3)sc2c(=O)n1C,8,-0.2,-0.6,0,-4,1,96,-6,1,0
CCc1nnc(NC(=O)c2ccncc2)s1,-4,0.5,3.7,-7,7,2,93,1,6,-1
CC(C)CCN(C(=O)CNC(=O)c1cccs1)C(C(=O)NC1CCCCC1)c1cccnc1 (centres undefined),5,0.0,-0.5,-4,8,-1,99,-6,0,-1
O=C(N/N=C/c1ccc(O)cc1)c1csc2ccccc12,8,0.0,1.5,-4,-3,2,101,-1,-3,-6
COC(=O)C1C/C(=N\NS(=O)(=O)c2ccc(C)cc2)c2ccccc2C1 (centres undefined),-2,0.3,-0.2,-6,3,1,103,-5,4,-1
Cc1ccc(NC(=O)C2CCCN(S(=O)(=O)c3ccc4c(c3)oc(=O)n4C)C2)nc1 (centres undefined),-12,0.3,1.2,4,-5,-2,100,-7,0,-2
O=C1CN(C(=O)CC2c3ccccc3-c3ccccc32)CC(=O)N1,6,0.0,-0.8,15,6,-1,84,-3,14,1
CCOc1ccccc1-c1cc(-c2n[nH]c(=S)n2CC)c2ccccc2n1,8,0.1,-1.3,-2,2,1,87,-3,-5,-3
NS(=O)(=O)c1ccc(Oc2ccc(S(N)(=O)=O)cc2)cc1,-8,0.1,0.7,5,-4,1,94,-5,2,-2

# Next part (two carried over from the part before).
SMILES,H9c2 protect,aDG glyco up,hiPSC survival,Vif imaging,HTR2A ag,Glyco luc inh,ABCB6 inh 2,CaV13 FRET inh,PDI inh,Granule exo inh
CCOc1ccccc1-c1cc(-c2n[nH]c(=S)n2CC)c2ccccc2n1,8,0.1,-1.3,-2,2,1,87,-3,-5,-3
NS(=O)(=O)c1ccc(Oc2ccc(S(N)(=O)=O)cc2)cc1,-8,0.1,0.7,5,-4,1,94,-5,2,-2
CCc1cc(C(=O)Nc2ccccc2N2CCOCC2)sc1C,11,0.1,-0.3,-10,8,-2,105,-16,-6,-4
CCc1c(C#N)c(SCCC(=O)Nc2ccc(C)cc2)nc2c1C(=O)CC(C)(C)C2,3,0.5,1.7,5,3,-2,99,-5,2,5
Cc1ccc(C(=O)Nc2sc(C(=O)N(C)C)c(C)c2C#N)cc1,-6,-0.2,-0.5,-4,3,0,107,-4,-13,-10
CC(=O)Oc1ccc(/C(C)=N\N2CCN(Cc3ccc(Cl)cc3)CC2)cc1,-10,0.1,-0.4,0,-1,-2,93,-9,-2,5
CC1CCCC(NC(=O)CC2Nc3ccccc3NC2=O)C1C (centres undefined),2,0.4,0.6,.,6,4,118,.,-7,-1
O=C1NC[C@@H](CCCCN2C[C@H](Cc3ccc(O)cc3)N(CCC3CCCCC3)C(=O)C2=O)N(Cc2ccccc2)C1=O,.,0.3,0.3,.,1,.,96,-9,.,-1
CCN(CC)S(=O)(=O)c1cc(NC(=O)c2cccc(N3C(=O)CCC3=O)c2)ccc1Cl,2,-0.1,-0.5,9,-4,-1,98,-4,-1,5
CCN(CC)CCCN(Cc1cc2cc3c(cc2[nH]c1=O)OCO3)C(=S)Nc1ccccc1,16,0.6,-1.1,22,-6,1,100,-4,-8,-2
O=C(/C=C/c1ccc(S(=O)(=O)N2CCOCC2)cc1)Nc1cc(F)ccc1F,-4,0.2,1.7,2,-3,-2,92,-8,1,-3
Cc1ccc(NC(=O)c2cc(C(=O)Nc3ccc(C)cc3)n(C)n2)cc1,-10,0.0,4.0,-18,-4,-2,99,-4,-1,-13
CC1CCCCN1C(=O)Cn1c(=O)n(CCC(=O)NCc2ccco2)c(=O)c2sccc21 (centres undefined),-4,-0.1,2.0,-4,-4,2,105,.,0,-1
CC(Oc1ccc(Br)cc1)C(=O)N(C)CC(=O)Nc1ccc(N2CCOCC2)cc1 (centres undefined),0,-0.1,-0.5,-8,0,1,99,-6,0,1
COc1ccccc1N1CCN(S(=O)(=O)/C=C/c2ccccc2)CC1,-8,0.5,6.9,3,-1,-1,116,-5,-1,3
CSCCC(NC(=O)COc1ccccc1)C(=O)N(C)CC(=O)Nc1c(C)cccc1C (centres undefined),-3,0.5,1.0,1,-1,-2,96,-7,-2,7
O=C(C[n+]1cc(-c2ccc(Cl)cc2)n2c1CCC2)N1c2ccccc2Sc2ccccc21,0,-0.1,-2.6,-1,0,1,99,-5,1,-1
COc1ccc(CC(=O)Nc2sccc2C#N)cc1S(=O)(=O)N1CCOCC1,-3,-0.1,1.3,2,0,1,97,-6,-3,-5
O=C(COC(=O)c1ccncc1)c1ccccc1,13,0.0,0.0,7,0,-1,97,-7,2,0
C/C(=N\NC(=O)c1cccc2ccccc12)c1ccccn1,28,-0.2,-0.6,-3,2,-15,101,-7,-9,3
COc1ccc(OC)c(C(=O)COC(=O)CNC(=O)c2ccccc2)c1,9,0.5,-1.8,-1,-5,0,108,1,4,-5
Cc1ccccc1S(=O)(=O)Cc1ccc(C(=O)NC(C)c2ccc3c(c2)OCCO3)o1 (centres undefined),21,-0.1,-0.9,20,-3,-2,103,-1,.,-2
CC(C)Oc1ccc(C2CC(=O)N(c3ccc(N(C)C)cc3)C2=O)cc1 (centres undefined),14,0.0,2.7,-8,0,1,102,.,-2,-5
COCCCNC(=O)C1CCN(C(=O)c2cc3sccc3n2Cc2ccc(F)cc2)CC1,0,0.3,-0.8,-10,-4,0,98,-6,-5,3
CC(NC(=O)CSCc1ccc(Br)cc1)c1ccccc1 (centres undefined),-4,0.4,0.4,-4,-6,-1,99,7,3,20
CCCCOc1ccc(/C=c2\sc3ncnn3c2=O)cc1,10,-0.2,0.7,.,-2,2,84,-5,-3,3
C=CCNC(=S)N/N=C/c1ccc(C(C)(C)C)cc1,-14,8.6*,-1.0,6,0,-3,89,-4,2,-2
O=C(C1CCN(S(=O)(=O)c2cnc[nH]2)CC1)N1CCn2c1nc1ccccc12,3,0.1,6.5,3,-1,4,91,-10,0,-9
COC(=O)[C@@]12CCCCN1[C@H](c1ccc(-c3ccccc3)c(OC)c1)[C@H]1C(=O)N(C)C(=O)[C@H]12,9,-0.1,4.7,-3,7,-4,89,-10,3,21
CN(c1c[nH]c(=O)[nH]c1=O)C1CCCCC1,2,-0.2,0.0,0,3,1,97,-4,1,0
O=C(CCNC(=O)c1ccc([N+](=O)[O-])cc1)Nc1ccc(F)cc1F,3,0.3,-0.2,-5,5,1,106,-6,6,7
C/C(=N\NC(=O)c1cccc(S(=O)(=O)N2CCCC2)c1)c1ccc(OCC(=O)N(C)C)cc1,3,-0.1,-0.5,-15,10,1,94,-6,0,6
Cc1nn(CC(=O)Nc2ccc(N(C)C)cc2)c(C)c1[N+](=O)[O-],-8,-0.2,-0.6,0,5,1,96,-3,-14,8
Cc1cccc(-c2n[nH]c(S(C)(=O)=O)c2C#N)c1,2,0.1,0.1,-8,-1,0,100,-6,-32,5
Cc1ccc(NC(=O)CSc2nc(C)c(C)c(C)n2)c([N+](=O)[O-])c1,-3,0.1,3.8,-3,1,0,96,-5,-3,-1
CCOc1cc(CNn2cnnc2)cc(Br)c1OCC(=O)NC1CCCCC1,6,-0.1,-1.1,-5,0,1,86,-7,-9,-8
O=C(COC(=O)c1ccc[nH]c1=O)Nc1ccc(S(=O)(=O)N2CCCC2)cc1,0,-0.1,1.5,-9,-4,0,96,-3,-7,5
COCCCNS(=O)(=O)c1ccc(S(=O)(=O)N2CCCC2)cc1,-11,-0.3,-4.0,2,0,-3,101,-4,-14,2
Cc1oc(-c2ccc(Cl)cc2)nc1CS(=O)CC(=O)NCc1ccccc1 (centres undefined),0,0.0,0.1,2,1,3,104,-3,-6,16
CCC1CCCCN1c1nc2c(C=O)c(C)nn2c2ccccc12 (centres undefined),-3,0.6,4.8,-12,0,4,98,-5,0,9
O=C(Oc1coc(CSc2ncccn2)cc1=O)c1cccc([N+](=O)[O-])c1,44,0.0,0.1,-5,1,1,101,2,7,9
CC(=O)C1=C(C)NC(SCC(N)=O)=C(C#N)C1CC(C)C (centres undefined),2,0.4,-0.3,-3,2,0,88,-5,-1,-3
CCCCN(C)Cc1c(C)[nH]c2ccc(Cl)cc2c1=O,-2,0.2,0.3,-5,-3,-1,97,-8,-10,-1
COc1cc(NC(=O)c2cc(C)nc3ccccc23)cc(OC)c1OC,-4,-0.2,1.3,1,-3,7,98,-2,1,2
COc1cc(/C=N/Nc2ccccn2)ccc1O,-9,0.1,-0.6,4,-6,0,98,-15,-4,-1
Cc1ccc(N/N=C/C=C/c2ccco2)cc1,-2,0.1,-0.5,-2,-5,-1,107,-5,-2,4
OCCSc1ncnc2c1oc1ccccc12,4,-0.3,1.5,-14,0,1,99,.,14,-2
COc1ccccc1CC(=O)NN1C(=O)c2ccccc2C1=O,-1,0.2,3.0,-9,-1,3,92,-18,-5,-3
Cc1ccc(CNCC2CCCO2)o1 (centres undefined),6,0.0,-1.5,9,-6,0,94,-5,-6,4
Cc1ccc(OCC(=O)NC2CCSc3ccccc32)cc1 (centres undefined),-4,-0.1,-0.4,2,-1,0,97,-6,-3,-3
Cc1ccc(CNC(=O)CSCc2cccc(F)c2)cc1,-4,0.2,-0.7,-7,-6,-1,101,-3,0,0

# One compound at a time (already shown):
# OCCSc1ncnc2c1oc1ccccc12 across the screens: H9c2 protect = 4; aDG glyco up = -0.3; hiPSC survival = 1.5; Vif imaging = -14; HTR2A ag = 0; Glyco luc inh = 1; ABCB6 inh 2 = 99; CaV13 FRET inh = .; PDI inh = 14; Granule exo inh = -2
# Cc1ccc(N/N=C/C=C/c2ccco2)cc1 across the screens: H9c2 protect = -2; aDG glyco up = 0.1; hiPSC survival = -0.5; Vif imaging = -2; HTR2A ag = -5; Glyco luc inh = -1; ABCB6 inh 2 = 107; CaV13 FRET inh = -5; PDI inh = -2; Granule exo inh = 4

# Screens: PubChem, several laboratories
